# ST2 IL33 inh = IL1RL1 inhibition; Q01638; AlphaLISA ST2-Fc/biotin-IL-33 interaction, 1 h; inhibition, % for hits at 17 µM; actives 2.3% (n = 78,000); in the data active means inhibition above about 30%; inconclusive means mostly about 10% to 28%
# Target sequence (Q01638 whole entry, looked up): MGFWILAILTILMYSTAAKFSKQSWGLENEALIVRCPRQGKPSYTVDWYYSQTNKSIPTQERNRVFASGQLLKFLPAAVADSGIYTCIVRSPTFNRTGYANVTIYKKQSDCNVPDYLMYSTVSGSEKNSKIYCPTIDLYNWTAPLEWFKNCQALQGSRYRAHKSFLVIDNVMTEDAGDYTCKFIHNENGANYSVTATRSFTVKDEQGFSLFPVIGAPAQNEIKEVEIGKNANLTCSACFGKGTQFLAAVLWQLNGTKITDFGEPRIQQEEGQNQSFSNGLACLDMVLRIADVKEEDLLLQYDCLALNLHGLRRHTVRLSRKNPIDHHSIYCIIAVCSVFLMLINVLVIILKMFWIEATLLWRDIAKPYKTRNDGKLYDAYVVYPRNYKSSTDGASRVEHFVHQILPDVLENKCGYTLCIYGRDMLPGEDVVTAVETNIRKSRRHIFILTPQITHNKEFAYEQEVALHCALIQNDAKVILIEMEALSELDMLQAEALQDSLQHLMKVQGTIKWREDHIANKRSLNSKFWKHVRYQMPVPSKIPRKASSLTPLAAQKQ
# An asterisk follows results filed as active; i = inactive; ? = inconclusive.
SMILES,ST2 IL33 inh
O=C(NCc1ccccn1)C1CCN(c2ccc(-c3ccc(Br)s3)nn2)CC1,i
O=C(NCc1ccccc1)c1ccc(CS(=O)(=O)c2ccc(Br)cc2)o1,i
O=[N+]([O-])c1ccccc1S(=O)(=O)n1nnc2ccccc21,i
COc1ccc(OC)c(NC(=O)Cc2c(C(=O)O)[nH]c3ccc(Cl)cc23)c1,i
COc1ccc(C(=O)Cn2c(C)nc([N+](=O)[O-])c2Br)cc1,?
CCc1c(C)nc2ncnn2c1Sc1ccccc1NC(=O)Nc1ccc2c(c1)OCCO2,i
COC1C2C3CC4C5C3C1C5C(O)(c1ccccc1)C42 (stereo unspecified),?
Cc1nc(SCC(=O)N2CCOCC2)c2c(=O)n(C)c(=O)n(C)c2n1,i
COc1ccc(/C=C2/C=C(c3cc(OC)ccc3OC)OC2=O)c(OC)c1,40.0%*
Cc1ccc(C(=O)N(Cc2ccccc2)C(C)C)cc1[N+](=O)[O-],i

# Reprinted at random: seven records from the list.
SMILES,ST2 IL33 inh
COC1C2C3CC4C5C3C1C5C(O)(c1ccccc1)C42 (stereo unspecified),?
CCc1c(C)nc2ncnn2c1Sc1ccccc1NC(=O)Nc1ccc2c(c1)OCCO2,i
COc1ccc(C(=O)Cn2c(C)nc([N+](=O)[O-])c2Br)cc1,?
COc1ccc(/C=C2/C=C(c3cc(OC)ccc3OC)OC2=O)c(OC)c1,40.0%*
COc1ccc(OC)c(NC(=O)Cc2c(C(=O)O)[nH]c3ccc(Cl)cc23)c1,i
Cc1ccc(C(=O)N(Cc2ccccc2)C(C)C)cc1[N+](=O)[O-],i
O=C(NCc1ccccn1)C1CCN(c2ccc(-c3ccc(Br)s3)nn2)CC1,i

# New compounds follow.
SMILES,ST2 IL33 inh
CCOc1ccc(CN2C(=O)CCC2(C)C(=O)NCc2cccnc2)cc1 (stereo unspecified),i
COc1ccc(CNc2nccc(N3CCC(O)CC3)n2)c(OC)c1,i
CC(C)C1Cc2c(sc3c2c(=O)n(-c2ccccc2)c2nncn32)CO1 (stereo unspecified),i
NC(N)=N/N=C\c1c(Cl)cccc1Cl,?
Cc1ccc2nc(NC(=O)c3ccc(S(=O)(=O)N4CCc5ccccc54)cc3)sc2c1,?
O=[N+]([O-])c1ccc2ccn([C@@H]3OC[C@@H](O)[C@@H](O)[C@H]3O)c2c1,?
COC1(c2ccc(Cl)cc2)OC(=O)c2ccccc21 (stereo unspecified),i
CCC(C)NC(=O)c1ccc(Cl)cc1Cl (stereo unspecified),i
CC(=O)Nc1ccc(-c2ccc(=O)n3c2[C@@H]2C[C@@H](CN(S(=O)(=O)c4ccc(F)cc4)C2)C3)cc1,?
CCN(CC)S(=O)(=O)c1ccc2oc(C(=O)NC3CCCC3)c(C)c2c1,i

# The final four compounds of the section before open the next one.
SMILES,ST2 IL33 inh
COC1(c2ccc(Cl)cc2)OC(=O)c2ccccc21 (stereo unspecified),i
CCC(C)NC(=O)c1ccc(Cl)cc1Cl (stereo unspecified),i
CC(=O)Nc1ccc(-c2ccc(=O)n3c2[C@@H]2C[C@@H](CN(S(=O)(=O)c4ccc(F)cc4)C2)C3)cc1,?
CCN(CC)S(=O)(=O)c1ccc2oc(C(=O)NC3CCCC3)c(C)c2c1,i
COc1ccccc1N1CCN(C(c2cccs2)C(C)NS(=O)(=O)c2ccccc2)CC1 (stereo unspecified),i
CS(=O)(=O)N(CC(=O)NC1CCCCCC1)c1ccc(I)cc1,i
Cc1cccc(Nc2nnc(C)c(=O)[nH]2)c1C,i
COc1ccc(C(=O)NCC#N)cc1,i
OC1CCCN(Cc2cccc(Oc3ccccc3)c2)C1 (stereo unspecified),i
Cc1cc(C)n2c(SCc3ccc(Br)cc3)nnc2n1,i
O=C(NCc1ccccc1)c1nn(CCO)c2c1CN(C1CCSC1)CC2 (stereo unspecified),?
Cc1ccnc(SCCn2c(N3CCOCC3)nc3c2c(=O)n(C)c(=O)n3C)n1,i
C=CCOc1ccc(C(O)=C2C(=O)C(=O)N(CCCn3ccnc3)C2c2cccs2)cc1 (stereo unspecified),?
CCCn1cnnc1CNCC(=O)Nc1cnccn1,i
Cc1ccc2c(c1)NC(=O)C2CC(=O)NCCN1CCCOC1=O (stereo unspecified),i
COc1ccc(NS(=O)(=O)c2ccc3c(c2)CCC(=O)N3)c(OC)c1,?
Nc1ccc(C(=O)OCCCc2nc3cc4ccccc4cc3[nH]2)cc1,i
O=C(NCC1CCCN(C(=O)CC2=CCCCC2)C1)c1ccc(-c2ccccc2)cc1 (stereo unspecified),i
Cc1[nH]nc2c1C(C1CCCCC1)C(C#N)=C(N)O2 (stereo unspecified),i
Cc1cccc(-n2c(CN3CCNCC3)nc3cccnc32)c1,i
O=C(NCCCN1CCCCC1)c1ccc2c(c1)N(Cc1ccc(F)cc1Cl)C(=O)CS2,i
Cc1ccc2nc(CCc3cccc(NC(=O)C4CCCN(S(=O)(=O)N5CCCC5)C4)c3)[nH]c2c1 (stereo unspecified),i
COc1cc(-c2ccc(NC(=O)C3CCCO3)c(OC)c2)ccc1NC(=O)C1CCCO1 (stereo unspecified),?
O=c1c2sccc2n(Cc2ccc([N+](=O)[O-])cc2)c(=O)n1-c1ccc(F)cc1F,i
COc1ccc(S(=O)(=O)N2c3cc(F)ccc3CCC2C)cc1OC (stereo unspecified),i
O=C(NCCc1nc2cccnc2n1-c1ccccc1)NC1CCCCC1,i
CCOC(=O)COc1ccc2c(=O)c(-c3ccc(Cl)cc3)coc2c1,i
O=C1CSC(c2ccc(Cl)cc2)N1c1ccc(O)cc1 (stereo unspecified),i
CCOc1ccc(S(=O)(=O)N2CCN(c3nc(C)cc(Nc4ccc(OC)cc4)n3)CC2)cc1,i
Cc1cc(=O)[nH]c(SCC(=O)Nc2ccc(F)cc2)n1,i
COc1ccc(CCN2C(=O)CCC2(C)C(=O)NC2CCC(C)CC2)cc1OC (stereo unspecified),i
CCn1nc(C)c(NC(=O)CNCc2ccc(OC)c(F)c2F)c1C,i
CCn1cc(CN(C)c2nc(C)cc(C3CCC3)n2)cn1,?
CCSc1nnc2n(C)c(=O)c3c(n12)-c1ccccc1CC31CCCCC1,i
Cn1c(=O)c2cc(S(=O)(=O)N3CCN(Cc4ccccc4)CC3)ccc2n(C)c1=O,i
CC(C)NC(=O)c1cccn1-c1nnc(N2CCCCC2)s1,i
CC(=O)N1c2c(cc(Br)cc2S(=O)(=O)Nc2cccc(Cl)c2C)CC1C (stereo unspecified),i
O=C(Nc1ccc([N+](=O)[O-])cc1)N1CCN(c2ccccc2F)CC1,i
O=C(c1ccc(F)cc1)n1nnc2ccccc21,?
Cc1cccc(C)c1OC1CN(c2ccnc(C(=O)N3CCOCC3)c2)C1,?
CCCCCc1cc(C(=O)O)[nH]c1-c1ccccc1,i
CC1(O)N(Cc2ccccc2)C(=O)OC12CCCCC2 (stereo unspecified),i
O=C(NCCSCc1ccco1)c1ccc(C2SCC(=O)N2Cc2ccccc2)cc1 (stereo unspecified),?
O=C(Nc1ccc(Br)cc1)C1CCCN(S(=O)(=O)c2cnc[nH]2)C1 (stereo unspecified),i
O=C1NC(=O)C(CCCc2ccccc2)(C2CCNCC2)N1 (stereo unspecified),?
O=C(O)c1cccc(NC(=O)C(c2ccccc2)c2ccccc2)c1,i
CC(=O)N1CCC(C(=O)NCCc2csc(C(C)C)n2)CC1,i
O=C(Nc1c2c(nn1-c1ccc(Cl)cc1)CSC2)c1cccc(Br)c1,?
COc1ccc(C)cc1Nc1nc(C)[nH]c1[N+](=O)[O-],i
O=[N+]([O-])c1cccc(C=Nc2ccc(-c3nc4ncccc4o3)cc2)c1O,i
CC1CCCC(C)N1C(=O)c1cc(-c2ccco2)on1 (stereo unspecified),i
CC1=C(C(=O)N2CCc3c(c(C(=O)NCc4nccs4)nn3Cc3ccccc3)C2)OCCO1,i
Cc1nonc1CN(C)C(=O)c1csc2nc(-c3ccc(C(F)(F)F)cc3)cn12,i
COc1ccc(Cl)cc1Nc1nc(N2CCOCC2)nc(N2CCOCC2)n1,i

# Next part (2 carried over from the part before).
SMILES,ST2 IL33 inh
Cc1nonc1CN(C)C(=O)c1csc2nc(-c3ccc(C(F)(F)F)cc3)cn12,i
COc1ccc(Cl)cc1Nc1nc(N2CCOCC2)nc(N2CCOCC2)n1,i
COc1ccccc1N1CCN(C(=O)c2ccc3nc4cc(Cl)ccc4c(=O)n3c2)CC1,i
Fc1ccc(CN2CCCCCCC2)cc1,i
COc1ccccc1-n1cnc2cc(NS(=O)(=O)c3ccccc3)ccc21,i
CN1CC2(CCN(C(=O)CNS(=O)(=O)c3cccs3)C2)OC1=O (stereo unspecified),i
CCOC(=O)N1CCN(C(=O)COc2ccc(C(C)C)cc2)CC1,i
CCOc1ccccc1N=Cc1c(C)[nH]n(-c2ccccc2)c1=O,?
COc1ccc(CNC(=O)[C@@H]2Cc3nc[nH]c3CN2Cc2cc3ccccc3o2)cc1,i
c1cncc(CN(Cc2ccnc3ccccc23)CC2CCN(C3CCCC3)CC2)c1,i
Cc1ccc(N2CC(NC(=O)C3CCCC3)CC2=O)cc1 (stereo unspecified),?
O=[N+]([O-])c1cccc(-c2noc(-c3ccc(I)cc3)n2)c1,i
NC(=O)c1nc(CN2CCOC(C(F)(F)F)C2)no1 (stereo unspecified),i
Fc1cccc(C2(CNC3CCSC3)CCOCC2)c1 (stereo unspecified),i
O=C(c1cc(=O)c2ccccc2[nH]1)N(Cc1ccccn1)CC1CCCO1 (stereo unspecified),i
COc1ccc(NC(=O)c2cc3c(=O)n4ccccc4nc3n2C)cc1OC,?
Cc1ccccc1Cn1cc(C(=O)N(C)Cc2ccc(Oc3ccccc3)cc2)nn1,?
O=C(Nc1cc(Cl)ccc1Cl)c1cc(-c2ccco2)on1,i
O=C1C[C@H]2CC[C@@H](CN1)N2C(=O)c1ccno1,?
CC(NC(=O)Cc1nc2ccccc2[nH]1)c1ccc(O)c(F)c1 (stereo unspecified),?
CCc1[nH]c2c(CNC(=O)C3=NNC(=O)CC3)cc(C)cc2c1C,?
CCOc1ccc2c(c1)sc(=NC(=O)c1ccc(OC)c(OC)c1)n2C,i
Clc1ccc(SCCOCCn2ccnc2)cc1,i
CC(=O)N1CCc2c(nc(N(C)C)nc2N(C)Cc2ncc[nH]2)C1,i
Nc1nnc(-c2ccc(Br)cc2)s1,i
Cc1cc(C(=O)N2CCOc3ccc(CN4CCC(OCc5ccccc5)CC4)cc3C2)nc(C)n1,i
COCCOC(=O)c1c(C)oc2ccc(NS(=O)(=O)c3ccc(C)cc3C)cc12,i
Cn1c(=O)c(CN(Cc2ccsc2)Cc2ccco2)cc2ccccc21,i
O=C(Nc1ccc([N+](=O)[O-])cc1Cl)c1cccc(Br)c1,i
O=S(=O)(Nc1ccc(Cl)cc1)c1ccc(Br)s1,i
COc1ccc(C2OC(=O)C(C)(C)C(=O)C23CCCCC3)cc1OC (stereo unspecified),i
CCN(CC)S(=O)(=O)c1cc(C(=O)O)c(Cl)cc1Cl,i

# Ordered by length of the SMILES (largest number first): 3 of the compounds above
SMILES,ST2 IL33 inh
CCOc1ccc2c(c1)sc(=NC(=O)c1ccc(OC)c(OC)c1)n2C,i
Cc1cc(=O)[nH]c(SCC(=O)Nc2ccc(F)cc2)n1,i
O=S(=O)(Nc1ccc(Cl)cc1)c1ccc(Br)s1,i

# (more compounds)
SMILES,ST2 IL33 inh
CCCn1c(C(O)c2ccc3c(c2)OCO3)nc2ccccc21 (stereo unspecified),i
O=C(Nc1cccc(Br)c1)c1ccc(F)cc1,i
Cc1nnc([C@H]2CCN(Cc3cnc4ccccc4c3)C2)o1,i
CCCCN(C)C(=O)c1cn(CC(C)C)c(=O)c2cc(OC)c(OC)cc12,i
Fc1ccc(CN2CC[C@H](c3nnc(Cc4ccccc4)o3)C2)cc1F,i
COc1ccc2cc(C(=O)Nc3ccccc3C)c(=N)oc2c1,?
CCN(CCn1cccn1)Cc1cc(F)ccc1O,i
O=C(CCN1C(=O)c2ccccc2C1=O)Nc1ccccc1O,i
CN(Cc1ccccc1)C(=O)c1ccc2c(c1)NC(=O)C(N1CCOCC1)S2 (stereo unspecified),i
O=C(O)c1c2c(nc3ccc(Br)cc13)CCCC2,i
O=C(CCN1CCCCO1)N1CC[C@@H](c2ccc3c(c2)OCO3)[C@H](O)C1,i
Oc1oc(-c2ccccc2F)nc1C=Nc1cccc(F)c1,?
COc1cc(C(=O)Nc2ccc(NC(=O)C(C)(C)C)c(OC)c2)ccn1,?
CCCOc1ccc(OCCSc2nc(N)cc(=O)[nH]2)cc1,?
O=C(Nc1c(F)c(F)c(F)c(F)c1F)c1ccco1,?
CC1=C(C(=O)OCCc2ccccc2)C(c2cccs2)NC(=O)N1C (stereo unspecified),i
O=C(NCCc1ccccc1)c1cccn1-c1nnc(N2CCCCC2)s1,i
COc1ccc(/C=C2\N=C(c3cccs3)OC2=O)c(OC)c1OC,?
Cc1nn(Cc2ccc(Cl)cc2)c(C)c1NC(=O)c1noc2c1CCCC2,?
COc1cc(Cl)c(C)cc1NC(=O)Cc1c(C(=O)O)[nH]c2ccc(Cl)cc12,i
O=c1cc(-c2ccc3c(c2)OCCO3)oc2cc(Cl)ccc12,i
Clc1ccccc1OCCCN1CCNCC1,?
CCCc1cc(C(=O)N2CCCC(Cc3ccccc3C)(C(=O)OCC)C2)no1 (stereo unspecified),i
OCCN=c1scc(-c2ccc(Br)cc2)n1-c1ccccc1,39.0%*
COC(=O)C1Cc2ccccc2CN1S(=O)(=O)c1ccc(F)cc1 (stereo unspecified),i
COc1ccccc1C1CCCN1S(=O)(=O)NCc1ccccc1 (stereo unspecified),?
COc1ccc(C2SCCN2S(=O)(=O)c2cccc(C)c2)cc1OC (stereo unspecified),i
COc1cc(/C=C2/C(=O)NN(c3ccc(Cl)cc3)C2=O)cc(OC)c1O,30.0%*
Cc1cccc(C(=O)NC(C)c2cnc(-c3ccncc3)nc2C)n1 (stereo unspecified),?
Cc1ccc2c(c1)N(C(C)C(=O)NC1CCCC1)C(=O)CO2 (stereo unspecified),i
CC(C)(C)c1ccc(CNC(=O)c2ccc(=O)[nH]c2)cc1,i
CCN(CC)S(=O)(=O)c1ccc(C(=O)N=c2sc3ccccc3n2C)cc1,i
c1ccc(CSc2ncnc3c2oc2ccccc23)cc1,i

# An excerpt. The share of hits here may be higher or lower than overall.
